West Nile antiviral: inhibition of WNV-induced cytopathic effect – cell-based, CPE readout (AID 1621). West Nile virus-infected cells, CPE inhibition; higher % means a stronger effect. CPE inhibition, % at 10 µM; hits with a dose series show IC50 in µM. 290,000 compounds, 0.02% hits; in the data active means a potency from the dose series; inconclusive means CPE inhibition mostly from about 3.7% at the one dose, without a potency; inactive means the rest, 99 in 100 with CPE inhibition below about 2.2%; further: strong numbers were not always called active
T cell modulator: T cell immune modulators affecting CD8 T cell-vesicle binding; 2C CD8+ T cell-vesicle binding, flow cytometry; hits give low values; calls only at 7 µM; 330,000 compounds, 0.068% hits;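 active means response, share of CD8 T cells binding vesicles, and their 90th percentile fluorescence all below set limits, cut at about 80% in these data, passing the limit was not always enough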
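incubation = binding step 1.5 h, 37 °C, antibody labelling 20 min, ice | test system = 2C mouse CD8+ T cells | read-out basis = percent CD8+ FL2 mean versus row control | controls = Peptide-free naked vesicles (low) and QL9 vesicles with 0.7% DMSO vehicle (high) | detection = flow cytometry of vesicle-bound cells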
UTI89 phage lysis: inhibition of K1F phage lysis, E. coli UTI89, bacterial capsule biogenesis inhibitors, alamar blue (AID 488966). 340,000 compounds, 0.02% hits. inhibition, % at 100 µM, or IC50 in µM where a hit was titrated. E. coli UTI89 K1F phage lysis, alamar blue, 2 h; higher % means a stronger effect;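 active means phage lysis inhibition, versus mean bacterial control, above a set limit; inconclusive means no clear call, values can overlap the other calls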;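 further: capsule biogenesis inhibitors block K1F phage lysis so surviving cells raise fluorescence; higher fluorescence means more inhibition of phage lysis; actives were called in the ten point dose series up to 300 µM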
RSV antiviral HEp-2: inhibition of RSV-induced cytopathic effect – HEp-2 cells, primary 10 µM value included (AID 2391). HEp-2 cells, RSV-induced CPE inhibition; higher % means a stronger effect. CPE inhibition, % at 10 µM, or IC50 in µM where a hit was titrated. 310,000 compounds, 0.13% hits; in the data active means a potency from the dose series; inconclusive means CPE inhibition mostly from about 23% at the one dose, without a potency; inactive means the rest, 99 in 100 with CPE inhibition below about 21%; further: strong numbers were not always called active
Rac1 GTP hydrolysis: MgcRacGAP GTPase-activating activity inhibitors, confirmation, biochemical, ADP Hunter fluorescence; MgcRacGAP-stimulated Rac1 GTP hydrolysis, ADP Hunter fluorescence; higher % means a stronger effect; GST-tagged Rac1 F28L mutant substrate; one-dose inhibition, % at 30 µM; IC50 in µM for titrated hits; 340,000 compounds, 0.6% hits; AID 624330;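 active means first-screen hits whose inhibition reached a set limit at any dose in the follow-up dose series; inconclusive means inhibition above the set first-screen limit but never retested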;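 further: fluorescence reports GDP produced by GAP-driven GTP hydrolysis; strong numbers were not always called active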
Salmonella PhoP GFP: PhoP-dependent GFP reporter repression – Salmonella Typhimurium, primary screen (AID 1863) | 300,000 compounds, 0.16% hits | S. Typhimurium PhoP-regulated promoter GFP reporter, 4 h; higher % means a stronger effect | inhibition, % at 50 µM; hits with a dose series show IC50 in µM;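 active means inhibition over 29.93%, a cutoff 3 SD above the screen mean, later confirmed by dose response; inconclusive means inhibition over 29.93% but no dose response follow-up; inactive means inhibition at most 29.93% or unconfirmed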;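 further: 0% = low Mg2+ inducing control and 100% = high Mg2+ repressing control; strong numbers were not always called active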
NTR1 agonist: NTR1-driven beta-arrestin-GFP spot formation – imaging, U2OS cells, high content, primary screen (AID 493036); activation, % at 20 µM; 330,000 compounds, 0.17% hits; agonist mode; P30989;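 active means activation at or above 40% of the spot to cytoplasm intensity ratio, with at least 20 cells analyzed; inconclusive means wells under 20 cells, flagged as cytotoxic or low count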;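 further: 0% = DMSO without peptide and 100% = 100 nM NTR1 peptide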
Target sequence (P30989 whole entry, looked up): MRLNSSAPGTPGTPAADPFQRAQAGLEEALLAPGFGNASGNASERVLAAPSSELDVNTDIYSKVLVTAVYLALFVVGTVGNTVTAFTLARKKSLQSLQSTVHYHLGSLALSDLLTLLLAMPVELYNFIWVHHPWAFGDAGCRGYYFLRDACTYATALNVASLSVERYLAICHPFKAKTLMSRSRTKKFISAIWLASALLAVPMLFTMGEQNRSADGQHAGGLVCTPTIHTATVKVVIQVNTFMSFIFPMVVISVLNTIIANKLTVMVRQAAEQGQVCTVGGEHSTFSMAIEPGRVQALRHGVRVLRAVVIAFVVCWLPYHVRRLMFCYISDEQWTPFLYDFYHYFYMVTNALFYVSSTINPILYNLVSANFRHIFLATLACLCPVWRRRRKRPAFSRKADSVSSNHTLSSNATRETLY
Large T inhibition: TAg ATPase/helicase activity blockers – biochemical (AID 1903). SV40 large T antigen ATPase/helicase inhibition assay; higher % means a stronger effect. one-dose inhibition, % at 20 µM; IC50 in µM for titrated hits. 310,000 compounds, 0.39% hits; in the data active means a potency from the dose series; inconclusive means inhibition mostly from about 32% at the one dose, without a potency; inactive means the rest, 99 in 100 with inhibition below about 32%; further: strong numbers were not always called active
Dengue-2 NS5 capping: Dengue-2 NS5 methyltransferase inhibitors, primary screen, biochemical, confirmation dose response (AID 588689). Dengue-2 NS5 methyltransferase capping enzyme assay, biochemical; higher % means a stronger effect. one-dose inhibition, % at 25 µM; IC50 in µM for titrated hits. 340,000 compounds, 0.3% hits; in the data active means a potency from the dose series; inconclusive means inhibition above about 29% without an active follow-up result
T cell modulator vesicle-bound %: second read-out of T cell modulator, no call of its own (marks repeat the call); double positive events, %; measured here: CD8+ vesicle-bound cell fraction;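 binding gate set so that unloaded-vesicle control wells show 10% double positive cells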
NTR1 agonist cell count 20 µM: recorded beside NTR1 agonist, whose call it bears; cell count; measured here: cell count, cytotoxicity flag
* hit, by the source's call; i = inactive; ? = inconclusive; / = no result given; [ ] = dose if it differs, or a comment. This is a random part of the collection. Share with any hit: about 1.5%.

cpd	SMILES	West Nile antiviral	T cell modulator	T cell modulator vesicle-bound %	UTI89 phage lysis	RSV antiviral HEp-2	Rac1 GTP hydrolysis	Salmonella PhoP GFP	NTR1 agonist	NTR1 agonist cell count 20 µM	Large T inhibition	Dengue-2 NS5 capping
1	C[C@H](CO)N1C[C@H](C)[C@@H](CN(C)C(=O)NC2CCCCC2)Oc2c(NC(=O)C3CC3)cccc2C1=O	/	i	44.2	0.8%	/	1.4%	/	-1.4	58	/	-1.6%
2	Cc1ccsc1C(=O)OCC(=O)c1ccc(OC(F)F)cc1	/	i	38.3	0.3%[50 µM]	2.0%	5.5%	/	-0.5	71	/	5.8%
3	COc1cccc(C(=O)NC(=S)Nc2ccc3[nH]c(=O)[nH]c3c2)c1	-0.4%	i	20.5	0.1%	1.4%	4.8%	-1.8%	-1.0	70	9.2%	-13.4%
4	CSc1nc(C)cc(OCC(=O)N2CCOCC2)n1	-0.2%	i	12.4	0.6%	1.4%	5.6%	5.9%	0.2	55	-4.8%	-8.2%
5	COc1cccc(OCc2cc(C(=O)N3CCN(C4CCCC4)CC3)no2)c1	-0.5%	i	33.6	0.0%[50 µM]	-0.7%	8.5%	-1.3%	0.5	44	15.2%	5.2%
6	CC(=O)c1ccc(Cc2ncc(C(F)(F)F)cc2Cl)s1	0.0%	i	60.8	0.1%	2.1%	8.4%	-10.6%	-0.5	53	2.2%	-10.9%
7	O=C(CSc1n[nH]c(=O)n1C1CC1)Nc1ccc(OC(F)(F)F)cc1	/	i	22.3	-0.3%	/	1.5%	/	1.5	54	/	1.2%
8	Cc1ccc(NC(=O)COC(=O)c2c[nH]c3ccccc23)cc1C	/	i	32.7	0.6%[50 µM]	0.8%	1.4%	/	0.2	91	/	-6.6%
9	COc1ccc(CCNC(=O)C(=O)Nc2ccc3c(c2)OCCO3)cc1OC	0.4%	i	37.7	-0.5%	0.8%	5.3%	-1.2%	1.7	42	5.5%	-8.7%
10	CSc1nc(-c2ccco2)nn1C(=O)c1ccco1	0.0%	i	30.1	0.3%	0.5%	-0.6%	-5.7%	-1.4	42	11.5%	-2.9%
11	O=C(CSc1nc2ccccc2s1)N1N=C(c2cccs2)CC1c1ccc(F)cc1 (centres undefined)	-0.8%	i	40.4	-4.4%	?	0.6%	0.9%	-0.2	61	10.8%	-2.2%
12	CCOC(=O)N1CCC(NC(=O)COc2cc(=O)n(C)c3ccccc23)CC1	-0.2%	i	21.3	5.8%	-0.7%	5.5%	-1.1%	-0.4	60	2.4%	-5.5%
13	CCc1nnc(NC(=O)CSc2nnc(-c3ccccc3O)n2CC)s1	0.6%	i	50.1	5.1%	2.3%	3.7%	1.7%	0.7	83	14.9%	-8.8%
14	COc1ccc(NC(=O)CN(C)C(=O)c2cc(C)on2)cc1	/	i	28.3	-1.1%	-1.7%	2.7%	-3.5%	0.3	54	14.0%	8.9%
15	COCCSc1nnc(NC(=O)C2CC(=O)N(C3CCCC3)C2)s1 (centres undefined)	-0.3%	i	12.9	-0.2%	2.2%	4.6%	1.4%	0.7	42	2.3%	3.3%
16	CN(CC(=O)Nc1ccccc1Cl)CC(=O)Nc1c(F)cccc1F	-1.1%	i	32.6	0.1%	2.0%	5.3%	-2.3%	-0.8	37	5.1%	-6.2%
17	c1ccc(-c2cn3nc4c(nc3n2)CCCC4)cc1	0.3%	i	53.5	0.3%	1.8%	12.8%	-23.5%	1.2	73	24.5%	?
18	C/C(=N\OCC(=O)OCC(=O)NCc1ccccc1)c1ccc2c(c1)OCO2	/	i	47.4	-0.7%	-2.2%	3.8%	2.3%	1.6	62	6.2%	-3.0%
19	CCCCNC(=O)c1onc(CSc2cccc(OCC)c2)c1C(=O)O	-0.1%	i	28.9	0.5%	1.3%	5.8%	-8.1%	-4.3	76	11.4%	-2.4%
20	CC(OC(=O)CNC(=O)c1ccc2ccccc2c1)C(=O)N(C)C1CCCCC1 (centres undefined)	/	i	14.1	0.7%[50 µM]	-1.8%	-0.2%	3.6%	-1.4	50	11.1%	-1.4%
21	CC(OC(=O)Cc1ccccc1[N+](=O)[O-])C(=O)NC(=O)NC1CCCCC1 (centres undefined)	/	i	20.8	0.3%[50 µM]	-1.1%	-0.3%	5.6%	1.2	74	13.6%	-4.3%
22	Cc1ccn2c(-c3csc(NCc4ccco4)n3)c(C)nc2c1	-0.4%	i	26.6	0.0%	?	5.9%	-7.1%	5.0	82	24.4%	5.7%
23	O=C(Nc1c[nH]c(=O)[nH]c1=O)c1cccc([N+](=O)[O-])c1	-0.1%	i	60.3	-1.5%	6.6%	-18.2%	-1.1%	2.8	67	11.9%	-9.7%
24	CC(C)c1ccccc1OCC(=O)Nc1nnc(C2CC2)s1	/	/	/	1.7%[50 µM]	/	9.2%	/	1.1	53	/	3.6%
25	CN=C1c2ccccc2CN1c1cccc(C(=O)OC)c1	0.6%	i	50.1	1.1%[50 µM]	0.3%	3.2%	14.6%	-1.1	45	15.7%	-2.8%
26	CCC(CC)C(=O)NCCc1ccc(OC)cc1	0.0%	i	18.6	0.5%	1.6%	5.0%	36.9%	0.8	39	-5.0%	1.4%
27	NC(=S)NNC(=S)Nc1ccccc1	0.1%	i	17.8	-3.0%	2.9%	10.0%	6.4%	0.3	43	27.7%	-3.7%
28	Cc1ccc2c(c1)C(SCC(=O)NCCc1ccccc1)CC1(CCCC1)O2 (centres undefined)	/	i	59.0	3.5%	-1.2%	4.3%	-2.1%	8.3	47	5.5%	2.2%
29	COc1ccc(S(=O)(=O)N2CCCC2C(=O)Nc2nnc(-c3cccnc3)s2)cc1 (centres undefined)	0.1%	i	46.7	-0.5%	-0.8%	15.4%	-0.4%	1.7	62	16.8%	2.8%
30	N#CC1(NC(=O)COC(=O)c2ccc(-c3ccc(O)cc3)cc2)CCCCC1	/	i	5.8	0.0%[50 µM]	-0.6%	?	/	0.0	64	/	-8.4%
31	O=C(c1cc(-c2cccs2)nc2ccccc12)N1CCN(S(=O)(=O)c2cccc(F)c2)CC1	1.1%	i	41.4	1.4%	18.0%	5.4%	7.5%	2.0	40	0.1%	9.7%
32	O=C(c1cccc(S(=O)(=O)N2CCc3ccccc3C2)c1)N1CCN(c2ccc(O)cc2)CC1	-1.3%	i	11.5	3.2%	3.6%	?	-1.7%	-1.3	61	?	4.0%
33	COC(=O)c1c(N2C(=O)CC(Sc3ccccc3C(=O)O)C2=O)sc(C)c1C (centres undefined)	0.2%	i	37.3	0.3%	-0.6%	6.2%	1.0%	-0.4	68	-5.0%	/
34	Cn1c(NNC(=O)c2cccc3ccccc23)cc(=O)n(C)c1=O	-0.1%	i	31.3	-1.6%	0.6%	-2.0%	-10.5%	2.6	75	6.2%	-1.4%
35	COc1ccc(COC(=O)C2CCN(S(=O)(=O)c3ccc(F)cc3)CC2)cc1	/	i	36.8	0.2%[50 µM]	-0.7%	-2.8%	-4.6%	2.2	69	4.9%	-7.4%
36	NC(=O)C(c1ccccc1)c1ccc(C(=O)c2ccccc2)cc1 (centres undefined)	-1.0%	i	59.6	0.0%	12.3%	/	5.2%	1.3	96	26.1%	-7.8%
37	Cc1cccc(NC(=O)CN2C(=O)N/C(=C/c3cc(C)n(-c4cccnc4)c3C)C2=O)c1	0.7%	i	16.2	1.6%	2.2%	-10.6%	-8.9%	0.5	46	4.7%	-7.8%
38	COc1ccc(OC)c(C2C=C(c3ccc(C)c(C)c3)Nc3nnnn32)c1 (centres undefined)	0.0%	i	59.9	5.9%	-0.8%	-1.8%	-10.9%	0.1	38	1.0%	-5.5%

4 of the compounds above, field by field.
[17] c1ccc(-c2cn3nc4c(nc3n2)CCCC4)cc1
  West Nile antiviral = 0.3%
  T cell modulator = i
  T cell modulator vesicle-bound % = 53.5
  UTI89 phage lysis = 0.3%
  RSV antiviral HEp-2 = 1.8%
  Rac1 GTP hydrolysis = 12.8%
  Salmonella PhoP GFP = -23.5%
  NTR1 agonist = 1.2
  NTR1 agonist cell count 20 µM = 73
  Large T inhibition = 24.5%
  Dengue-2 NS5 capping = ?
[18] C/C(=N\OCC(=O)OCC(=O)NCc1ccccc1)c1ccc2c(c1)OCO2
  West Nile antiviral = /
  T cell modulator = i
  T cell modulator vesicle-bound % = 47.4
  UTI89 phage lysis = -0.7%
  RSV antiviral HEp-2 = -2.2%
  Rac1 GTP hydrolysis = 3.8%
  Salmonella PhoP GFP = 2.3%
  NTR1 agonist = 1.6
  NTR1 agonist cell count 20 µM = 62
  Large T inhibition = 6.2%
  Dengue-2 NS5 capping = -3.0%
[19] CCCCNC(=O)c1onc(CSc2cccc(OCC)c2)c1C(=O)O
  West Nile antiviral = -0.1%
  T cell modulator = i
  T cell modulator vesicle-bound % = 28.9
  UTI89 phage lysis = 0.5%
  RSV antiviral HEp-2 = 1.3%
  Rac1 GTP hydrolysis = 5.8%
  Salmonella PhoP GFP = -8.1%
  NTR1 agonist = -4.3
  NTR1 agonist cell count 20 µM = 76
  Large T inhibition = 11.4%
  Dengue-2 NS5 capping = -2.4%
[20] CC(OC(=O)CNC(=O)c1ccc2ccccc2c1)C(=O)N(C)C1CCCCC1 (centres undefined)
  West Nile antiviral = /
  T cell modulator = i
  T cell modulator vesicle-bound % = 14.1
  UTI89 phage lysis = 0.7%[50 µM]
  RSV antiviral HEp-2 = -1.8%
  Rac1 GTP hydrolysis = -0.2%
  Salmonella PhoP GFP = 3.6%
  NTR1 agonist = -1.4
  NTR1 agonist cell count 20 µM = 50
  Large T inhibition = 11.1%
  Dengue-2 NS5 capping = -1.4%

Source: PubChem
